Ba/F3 V617F tox: loss of viability in JAK2V617F-driven Ba/F3 cells | 220,000 compounds, 1.1% hits | inhibition, % at 5.6 µM | Ba/F3 EpoR-JAK2V617F viability, ATP luminescence;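 active means inhibition above the campaign mean plus 3 SD over all tested compounds, cut at about 24% in these data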;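 further: cytokine-independent growth of Ba/F3 cells driven by EpoR plus mutant JAK2; 0% = DMSO-treated cells and 100% = JAK inhibitor I control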
BaF3 parental: reduces parental Ba/F3 cell viability, JAK2V617F counter-screen | CellTiter-Glo ATP luminescence | inhibition, % at 5.6 µM | 220,000 compounds, 1.1% hits;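 active means inhibition above a per-campaign cutoff, the mean inhibition of all tested compounds plus 3 SD, cut at about 27% in these data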;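 further: 0% = DMSO wells and 100% = JAK Inhibitor I control wells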
PERK inhibitor: blocks human PERK kinase; Q9NZJ5; CHO PERK-DD fusion, SEAP luminescence translation reporter; inhibition, % at 5.6 µM; 220,000 compounds, 0.17% hits;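 active means inhibition above the mean inhibition of all tested compounds plus 3 SD, set separately per screening campaign, cut at about 2.9% in these data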;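 further: PERK kinase domain activated by AP20187 dimerizer at 100 nM; 0% = DMSO with dimerizer and 100% = rapamycin at 8.4 µM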
Target sequence (Q9NZJ5 whole entry, looked up, the tested form may be a part): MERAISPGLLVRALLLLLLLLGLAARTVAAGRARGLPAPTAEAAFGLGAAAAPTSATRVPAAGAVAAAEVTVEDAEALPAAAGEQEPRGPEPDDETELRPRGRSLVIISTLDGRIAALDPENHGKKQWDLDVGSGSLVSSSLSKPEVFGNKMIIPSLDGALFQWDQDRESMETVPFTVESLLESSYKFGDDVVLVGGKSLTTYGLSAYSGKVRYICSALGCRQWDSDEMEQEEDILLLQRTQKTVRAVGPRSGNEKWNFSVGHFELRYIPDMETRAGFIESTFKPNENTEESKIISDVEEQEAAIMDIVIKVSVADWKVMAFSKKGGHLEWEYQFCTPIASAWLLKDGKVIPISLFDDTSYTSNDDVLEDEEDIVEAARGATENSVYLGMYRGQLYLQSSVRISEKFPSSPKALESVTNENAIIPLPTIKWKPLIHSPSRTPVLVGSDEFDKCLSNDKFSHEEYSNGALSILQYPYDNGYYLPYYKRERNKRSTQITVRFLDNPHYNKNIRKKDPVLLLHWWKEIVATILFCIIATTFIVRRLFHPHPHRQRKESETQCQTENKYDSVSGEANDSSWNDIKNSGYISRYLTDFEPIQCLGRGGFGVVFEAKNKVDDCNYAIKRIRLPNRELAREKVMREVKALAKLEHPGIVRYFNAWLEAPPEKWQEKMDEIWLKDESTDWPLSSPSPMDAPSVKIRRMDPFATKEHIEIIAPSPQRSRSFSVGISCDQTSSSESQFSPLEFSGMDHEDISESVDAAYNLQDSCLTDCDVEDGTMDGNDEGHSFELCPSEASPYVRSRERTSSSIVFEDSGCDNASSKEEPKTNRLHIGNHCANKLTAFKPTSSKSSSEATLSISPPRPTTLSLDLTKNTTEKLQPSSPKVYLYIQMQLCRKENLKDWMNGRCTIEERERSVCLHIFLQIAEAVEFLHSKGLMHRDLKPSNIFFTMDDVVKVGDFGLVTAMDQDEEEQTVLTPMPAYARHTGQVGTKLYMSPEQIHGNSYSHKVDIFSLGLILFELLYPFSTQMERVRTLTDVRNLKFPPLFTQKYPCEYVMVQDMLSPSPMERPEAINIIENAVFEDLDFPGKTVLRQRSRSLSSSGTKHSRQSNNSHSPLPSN
TRPN1 ag: activates the zebrafish TRPN1 channel. HEK293 zebrafish TRPN1-YFP, Fluo-8 calcium fluorescence; 100% = response to 87 µM carbachol. activation, % at 3 µM. 220,000 compounds, 0.18% hits;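 active means activation above its plate's cutoff, the mean activation of test wells on that plate plus 3 SD, cut at about 19% in these data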;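 further: 0% = DMSO alone and 100% = 87 µM carbachol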
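System: zebrafish TRPN1-YFP in HEK293 cells / Dosing: 3 µM single point / Timing: dye loading 1 h at 37 °C, then 30 min room temperature / Signal: Fluo-8 calcium fluorescence, excitation 470-495 nm, emission 515-575 nm / Read-out basis: percent activation from peak over basal fluorescence ratio, control-normalized / Control set: high carbachol 87 µM, low DMSO alone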
S1P4 antagonist: human S1P4 receptor antagonism; O95977; S1P4-expressing cells, antagonist mode, reporter read-out; inhibition, % at 4.98 µM; 220,000 compounds, 0.26% hits; AID 1510; in the data active means inhibition above about 29%;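 further: 0% = wells stimulated with agonist and 100% = vehicle wells without agonist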
S1P4 ag: agonists of human S1P4 receptor; S1P4-expressing cell line, agonist reporter assay; AID 1509; O95977; activation, % at 4.98 µM; 220,000 compounds, 0.35% hits; in the data active means activation above about 11%;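 further: 0% = DMSO vehicle and 100% = reference agonist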
Calpain2 inh: inhibitors of pig calpain II; AID 1236; 220,000 compounds, 0.37% hits; inhibition, % at 16 µM; purified calpain II, fluorogenic peptide substrate, 30 min;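 active means inhibition above about 50%, limit read from the data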
TRPML3 agonist: agonists of human TRPML3 channel | 220,000 compounds, 0.29% hits | HEK293 TRPML3-YFP, Fluo-8 calcium fluorescence; 100% = the carbachol control signal | Q8TDD5 | AID 1448 | activation, % at 3 µM;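 active means activation above its plate's cutoff, the mean activation of the plate's test wells plus 3 SD, cut at about 12% in these data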;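 further: 0% = DMSO only wells and 100% = carbachol wells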
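Test system – HEK293 line with stable expression of human TRPML3-YFP channel · Control set – carbachol 87 µM final as high control (100%), DMSO as low control (0%) · Signal – Fluo-8 calcium dye fluorescence, ex 470-495, em 515-575 nm · Incubation – 1-h 37 °C dye load, 5-s basal, 120-s post-compound reads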
EP2 mod: modulates human prostaglandin E2 receptor EP2 signaling; P43116; 260,000 compounds, 0.83% hits; EP2-expressing cells, cAMP HTRF FRET, PGE2 co-stimulation; induction, % at 25 µM;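 active means compounds whose cAMP rise, as percent of the full-agonist control response, exceeds 60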;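 further: rat C6 glioma line stably carrying human EP2 under a CMV promoter; the protocol text gives 20 µM as final concentration; 100% = response of wells given 1 µM PGE2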
Starred values were filed as active, the others as inactive; · = no result given; & = joins results of further samples.

SMILES	Ba/F3 V617F tox	BaF3 parental	PERK inhibitor	TRPN1 ag	S1P4 antagonist	S1P4 ag	Calpain2 inh	TRPML3 agonist	EP2 mod
CCC(C)c1ccc(NC(=S)NN2CCOCC2)cc1 (stereo not given)	-3	1	0.6	0.5	-8	-0.3	-2	0.5	-8
CCN(CC)C(=O)Cn1ncc2c1-c1ccccc1OC2	0	4	0.5	0.3	-3	1.3	-38	-0.3	-5
O=C(O)c1ccccc1S	-4	4	1.2	-0.1	-28	1.3	-10	-0.1	49
CCCCCc1nnc(NC(=O)Cn2cnc3ccccc3c2=O)s1	-4	2	0.6	0.7	0	4.0	6	-0.1	0
CCOc1ccc(NC(=O)N(CCN(C)C)C(C)c2cccnc2)cc1 (stereo not given)	-3	-3	0.2	1.5	-4	-0.7	-24	0.3	11
N/C(=N\OC(=O)CCc1ccccc1)c1cccnc1	1	7	0.6	-0.5	5	0.3	-23	-0.3	10
CCCSc1nsc(NC(=O)C(c2ccccc2)c2ccccc2)n1	-2	1	-1.6	-0.1	11	-0.9	7	0.8	21
COc1ccc(-c2nnc(SCC(=O)c3ccc4c(c3)OCCO4)o2)cc1	-4	1	1.7	0.1	2	0.0	·	0.3	·
Cc1nn(C)cc1C1C2=C(CC(C)(C)CC2=O)N(c2ccccc2)C2=C1C(=O)CC(C)(C)C2	-2	7	-1.1	1.3	11	0.8	-136	0.9	9
O=C(/C=C/c1cc2ccccc2o1)c1ccccc1O	-5	-1	0.6	-0.4	1	-0.8	21	-0.3	46
COC(=O)CCCCC1SCC(NC(=O)c2ccccc2)C1OC(C)=O (stereo not given)	-2	3	-0.9	0.1	-12	1.6	-18	0.2	-6
CCC12C(=O)C(CC)(C(c3ccccc3)=C1c1ccccc1)[C@@H]1C(=O)N(c3ccc(C)cc3)C(=O)C12 (stereo not given in full)	-3	3	0.9	1.0	3	-0.5	-26	0.7	33
O=C(NCC1CCCO1)c1ccc(S(=O)(=O)N2CCC(c3nc4ccc(Cl)cc4[nH]3)CC2)cc1 (stereo not given)	1	9	0.7	-0.3	-2	-0.1	-16	-0.2	-12
CCOC(=O)C1CCN(C(=O)CN(c2ccc(Cl)c(C(F)(F)F)c2)S(C)(=O)=O)CC1	3	6	-0.6	1.0	-7	1.1	-64	0.6	-12
Cc1cc(C)n2nc(N)c(N=Nc3ccccc3)c2n1	-1	1	0.4	1.1	0	1.8	1	-0.1	-21
COc1ccc2oc(C(=O)c3ccccc3)c(NC(=O)CN3CCN(C)CC3)c2c1	2	7	-1.5	1.9	7	-1.3	-27	0.5	-24
FC(F)(F)c1ccnc(Sc2n[nH]c(C(F)(F)F)n2)c1	-4	-3	1.0	1.1	8	-0.4	-15	0.5	21
Cn1c(SCn2nnc3ccccc3c2=O)nc2ccccc2c1=O	-4	-2	0.6	-1.1	-1	1.0	-2	0.5	-44
O=P(O)(CP(=O)(c1ccccc1)c1ccccc1)c1ccccc1	-3	1	0.8	-0.4	-2	-0.3	-20	-0.2	6
O=S(=O)(Nc1ccc(-c2cnco2)cc1)c1ccccc1	-2	1	2.6	0.4	-9	0.0	5	0.6	-22
CCC(C)NS(=O)(=O)c1ccc(OCC(=O)N2CCCCC2)cc1 (stereo not given)	0	3	0.2	2.7	12	-1.6	8	0.7	-59&-2
CN(CC(=O)NC(=O)NCc1ccco1)Cc1nc2ccccc2c(=O)[nH]1	0	1	-0.6	-0.6	-17	1.4	-85	1.2	-3
CCCCOC(=O)Nc1nc2ccccc2s1	3	-1	0.9	2.2	2	1.3	15	0.2	-3
COc1cccc(/C(O)=C2/C(=O)C(=O)N(c3ccccn3)C2c2ccc(OC)c(OC)c2)c1 (stereo not given)	4	4	-0.5	1.1	-16	-0.7	-46	-0.6	12
Cc1ccc(-c2nnn(CC(=O)N3CCCCC3)n2)c(-n2cnnn2)c1	-3	-1	0.7	0.7	-13	-1.6	10	0.6	12
CCCCCCn1c(SCC(=O)OC)nc2c1c(=O)[nH]c(=O)n2C	-1	4	0.1	0.6	-15	0.6	-23	0.0	12
CC(=O)Nc1ccc(CN2CCN(Cc3ccc(C)cc3)C(CCO)C2)cc1 (stereo not given)	-4	1	1.8	0.6	2	-0.8	-12	0.7	13
CC(C)N(c1ccccc1)c1ccc(NC(=O)COC(=O)CCN2C(=O)c3cccc([N+](=O)[O-])c3C2=O)cc1	-3	8	0.4	-0.7	-14	-0.2	2	-0.5	0
Cc1onc(-c2ccccc2Cl)c1C(=O)NCc1ccc(S(N)(=O)=O)cc1	0	2	0.1	0.6	-34	-0.6	4	-0.1	1
Cc1ccc2[nH]c(=O)c(CN(CCc3ccccc3)Cc3nnnn3CC3CCCO3)cc2c1 (stereo not given)	-3	-2	-0.8	-1.2	-13	-0.6	-7	-0.7	10
Cc1ccc(CNC(=O)CSc2nc3ccccc3c(=O)n2CCCO)cc1	-5	-2	0.1	0.8	-3	2.1	0	0.5	-26
CCCCn1c(=O)c(C(=O)N/N=C/c2ccc(F)cc2)c(O)c2ccccc21	-1	80*	1.4	1.3	1	1.7	-21	1.3	20
O=C(Cn1c(C2CC2)nc2ccccc2c1=O)Nc1ccc(Br)cc1	0	2	1.8	0.3	6	1.7	-1	0.1	19
COc1cc(/C=C(/C#N)c2nc3ccccc3[nH]2)ccc1OCC(=O)Nc1ccccc1C(C)C	-1	6	0.7	1.8	-12	1.9	-253	0.1	-20
COc1cc(C2NC(=O)NC3=C2C(=O)OC3)cc(OC)c1OC (stereo not given)	-4	-4	-0.1	0.6	-16	-2.1	-29	0.8	25
CN(c1ccccc1)S(=O)(=O)c1ccc(Cl)c(C(=O)OCC(=O)NCc2ccco2)c1	-4	-5	0.7	0.2	-8	2.2	-30	0.1	-18
CC(C)C1=NN2C(=N)CC(=O)N=C2S1	-2	2	1.1	1.8	9	-1.2	-4	0.8	3
CCc1nnc(NC(=O)c2cccc(S(=O)(=O)N3CCN(c4ccccc4)CC3)c2)s1	2	7	-0.4	1.2	-1	-0.4	-118	1.9	-21
CCCNc1sc(S(=O)(=O)CCC)nc1S(=O)(=O)c1ccc(C)cc1	-1	5	-0.5	-3.3	-14	3.8	1	-0.3	20
C=CCN=C1SCC(=O)N1S(=O)(=O)c1ccccc1	0	3	-0.1	1.7	-11	-0.6	17	1.1	-1
CC(=O)N1CCCc2cc(S(=O)(=O)NC(C(=O)NCc3ccc(C)cc3)C(C)C)ccc21 (stereo not given)	-3	1	-0.1	-0.9	9	-1.3	-5	-0.1	4
CC1CCN(S(=O)(=O)c2ccc3c(c2)CCN3C(=O)CCC(=O)O)CC1	-2	2	2.1	0.5	-3	-3.1	16	0.7	47
Cc1cccc(C(=O)N2CC3(C)CC2CC(C)(C)C3)c1 (stereo not given)	-3	3	0.1	-0.9	5	0.6	9	-0.1	13
CCCCCCc1ccc(-c2ncc(N)cn2)cc1	1	9	1.4	1.3	-5	0.0	-1	0.8	-42
Cc1cccc(-n2c(SCC(=O)N3CCCC3)nnc2-c2ccccn2)c1C	6	10	-0.1	-0.9	-13	0.1	-12	-0.4	11
Cc1onc(-c2c(Cl)cccc2Cl)c1C(=O)Nc1ccc(N2CCOCC2)cc1	-3	0	1.4	1.7	-3	-0.1	12	0.9	-4
COc1ccc(OC)c(S(=O)(=O)NC2CCN(Cc3ccccc3)CC2)c1	1	5	-0.3	-0.2	-21	1.2	-39	0.6	3
Cc1c(C(=O)Nc2cccc(S(=O)(=O)N3CCCC3)c2)oc2ccccc12	0	-5	1.1	1.0	5	0.3	-23	0.4	-8

The closing 3 compounds of the part before come first, to join the parts.
SMILES	Ba/F3 V617F tox	BaF3 parental	PERK inhibitor	TRPN1 ag	S1P4 antagonist	S1P4 ag	Calpain2 inh	TRPML3 agonist	EP2 mod
Cc1onc(-c2c(Cl)cccc2Cl)c1C(=O)Nc1ccc(N2CCOCC2)cc1	-3	0	1.4	1.7	-3	-0.1	12	0.9	-4
COc1ccc(OC)c(S(=O)(=O)NC2CCN(Cc3ccccc3)CC2)c1	1	5	-0.3	-0.2	-21	1.2	-39	0.6	3
Cc1c(C(=O)Nc2cccc(S(=O)(=O)N3CCCC3)c2)oc2ccccc12	0	-5	1.1	1.0	5	0.3	-23	0.4	-8
Cc1cc(C(=O)N(C)Cc2ccc(Br)cc2)no1	1	6	0.2	-1.9	-18	1.3	4	-0.3	13
CN(C)c1cccc(C(=O)N/C=C/n2cnc3cc(C(F)(F)F)ccc32)c1	2	7	0.2	0.3	6	-1.2	13	-0.2	26
C=CCNC(=S)N1CCOCC1	1	5	0.8	0.9	-16	-0.1	-7	0.9	25
CCOc1ccc2c(c1)C(=NNC(=O)c1ccncc1)c1cc(OCC)ccc1-2	-1	4	1.0	0.0	-21	-0.7	-96	0.7	-8
CCNC(=O)C(CC(C)C)NC(=O)C(CO)NC(=O)C1CCC(=O)N1 (stereo not given)	-1	-9	0.9	2.1	-60	1.2	6	1.3	-11
CCNC(=O)CC1C(=O)N(c2ccc(F)cc2)C(=O)N1CCC(C)C (stereo not given)	-2	2	0.4	0.6	-30	1.1	-9	0.4	5
CSc1nc2c(c(=O)[nH]1)C(c1ccc(C(F)(F)F)cc1)CC(=O)N2 (stereo not given)	0	3	0.6	2.4	-2	1.6	-10	-0.6	14
COc1ccc(NC2=NCC(=O)N2c2ccccc2F)c(OC)c1	0	5	1.0	0.8	-16	-0.6	-20	0.8	0
Cc1nnc(N)nc1C	-3	0	1.0	-0.7	6	-1.1	1	0.4	23
Cc1csc2nc(CNS(=O)(=O)c3ccc(-c4ccccc4)cc3)cn12	-4	1	0.0	1.3	-20	0.7	9	0.4	-76
COC(=O)c1cc(C(=O)OCC(=O)Nc2ccccc2OC(F)F)cc([N+](=O)[O-])c1	-3	3	0.5	-0.6	20	0.2	3	-0.3	1
COc1ccc(C(C(=O)NC2CCCC2)N(Cc2ccc(C)cc2)C(=O)c2ccn[nH]2)cc1OC (stereo not given)	3	6	0.0	-0.1	-5	2.5	15	-0.1	-2
O=C(C1CC1)N1CCN(c2nc3ccccc3s2)CC1	-4	-2	0.6	2.2	1	-0.1	3	1.2	6
CCOC(=O)c1cc(-c2ccccc2)n(CC(=O)N2CCCC2)c1C	5	3	-1.9	2.1	-1	4.2	-3	0.5	-9
COc1cc(SC)ccc1C(=O)N1CCCCCC1	-1	3	0.0	-1.5	-19	0.1	-12	1.1	27
CC1CC2(NC(=O)NC2=O)C(C)CN1C (stereo not given)	-1	0	-0.2	2.7	-20	-0.7	-9	1.5	23
CCOC(=O)c1ccccc1NC(=S)N1CCC(C)CC1	-2	4	-0.7	-2.2	-8	0.3	7	-0.1	-13
CCCn1cc([C@@H]2C[C@H]3CN(Cc4cccc(Cl)c4)C(=O)[C@]34CCCN24)c(C)n1	2	-1	-1.6	-0.3	7	1.4	-12	0.6	11
CC(=O)Nc1ccccc1C(=O)N1CC(C)OC(C)C1 (stereo not given)	4	4	1.4	0.5	-2	0.7	13	1.3	3
Cc1ccc(OCC(=O)N2CCCCC2)c(Br)c1	-2	4	-0.3	-0.8	-14	-4.0	6	0.3	8

Source: PubChem BioAssay (several laboratories)

Rows are unselected; any-hit rate near 3.6%.
